# RXFP1 antag – antagonists of human relaxin receptor RXFP1; Q9HBX9; HEK293-RXFP1, relaxin-stimulated cAMP HTRF, 30 min; hits give low values; activity change, negative = inhibition, % at 57.5 µM; 350,000 compounds, 0.59% hits; AID 1259400;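 active means activity change of -60% or lower, but not beyond a set lower limit; inconclusive means change between -60% and -40%, or beyond the set limit; inactive means change above -40%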; further: on the % scale 0 is the no-effect control and ±100 the full control effect
# POLI inh – inhibitors of human DNA polymerase iota. Pol iota fluorescent replication assay, 10 min. AID 588590. 390,000 compounds, 1% hits. Potency, µM (top dose mostly 115 µM), for inactives: at the highest dose activity, negative = inhibition, usual class: inhibitors. Q9UNA4; further: potency means the concentration at half of the fitted maximal effect
# Target sequence (Q9UNA4 whole entry, looked up): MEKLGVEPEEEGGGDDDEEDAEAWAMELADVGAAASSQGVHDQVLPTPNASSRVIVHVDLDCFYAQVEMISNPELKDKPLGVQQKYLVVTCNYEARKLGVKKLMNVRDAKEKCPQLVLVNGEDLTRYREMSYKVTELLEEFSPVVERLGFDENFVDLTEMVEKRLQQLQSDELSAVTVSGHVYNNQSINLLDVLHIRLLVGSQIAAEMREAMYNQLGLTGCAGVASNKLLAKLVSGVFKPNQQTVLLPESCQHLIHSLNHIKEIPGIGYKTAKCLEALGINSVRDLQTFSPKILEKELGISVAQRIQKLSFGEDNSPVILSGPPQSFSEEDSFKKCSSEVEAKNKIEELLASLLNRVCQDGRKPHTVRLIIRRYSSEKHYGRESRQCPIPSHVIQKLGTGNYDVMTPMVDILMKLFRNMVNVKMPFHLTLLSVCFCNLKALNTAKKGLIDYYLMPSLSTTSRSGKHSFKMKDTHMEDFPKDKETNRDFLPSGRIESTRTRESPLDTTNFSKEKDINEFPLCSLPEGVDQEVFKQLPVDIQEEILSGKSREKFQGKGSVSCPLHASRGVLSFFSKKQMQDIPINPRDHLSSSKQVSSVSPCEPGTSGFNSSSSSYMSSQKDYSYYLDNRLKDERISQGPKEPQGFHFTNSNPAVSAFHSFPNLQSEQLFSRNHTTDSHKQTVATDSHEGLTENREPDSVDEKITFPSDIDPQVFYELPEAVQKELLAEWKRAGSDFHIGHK
#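 Pol iota at 10 nM preincubated 15 min with compounds at room temperature; reaction started with fluorescent substrate, 50 nM final. Fluorescence read kinetically at 0 and 10 min; buffer-only wells as negative control.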
# Tb PGK inh – T. brucei PGK inhibition; P07378; PGK/GAPDH coupled, Kinase-Glo luminescence, 60 min; Potency, µM (doses to about 57.5 µM), for inactives: at the highest dose activity change, negative = inhibition, usual class: inhibitors; 380,000 compounds, 0.043% hits; further: potency means the concentration at half of the fitted maximal effect; on the % scale 0 is the no-effect control and ±100 the full control effect; nearly all actives have a fitted effect of over 60% in size
#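 Recombinant glycosomal PGK reaction used 1,3-bisphosphoglycerate generated in-well by GAPDH (100nM final) in 100mM TEA pH 7.6, 5mM MgCl2, 0.01% Tween-20. After 60 minutes at room temperature, ATP was read by Kinase-Glo Plus luminescence end-point.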
# Pol eta inh – inhibitors of human DNA polymerase eta; 390,000 compounds, 1.2% hits; recombinant Pol eta, fluorescent DNA replication assay; Potency, µM (series often up to 114 µM), for inactives: at the highest dose activity change, negative = inhibition, most hits filed as inhibitors; further: potency means the concentration at half of the fitted maximal effect; on the % scale 0 is the no-effect control and ±100 the full control effect
#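 Pol eta (10 nM) was preincubated with compounds for 15 min at room temperature, after which fluorescent replication substrate (50 nM final) was added to start the reaction. Fluorescence was read kinetically at 0 and 10 min.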
# Pol beta inh – DNA polymerase beta (human) inhibition | 340,000 compounds, 1.3% hits | AID 485314 | Potency, µM (top dose mostly 114 µM), for the others: at the top dose activity change, negative = inhibition, most hits filed as inhibitors | P06746 | Pol beta primer extension/strand displacement, fluorescence kinetic; further: potency means the concentration at half of the fitted maximal effect; on the % scale 0 is the no-effect control and ±100 the full control effect
#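 Pol beta (10 nM) was preincubated with compound for 15 min at room temperature. The reaction was then started with 50 nM substrate and read immediately and after a further 10 min at room temperature.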
# BLM helicase inh – Bloom syndrome helicase (human) inhibition | P54132 | recombinant BLM DNA unwinding, fluorescence dequenching | Potency, µM (series often up to 56.1 µM), inactives show at the highest dose activity change, negative = inhibition, actives largely listed as inhibitors | 350,000 compounds, 0.2% hits;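 further: potency means the concentration at half of the fitted maximal effect; plate controls were vehicle for no effect and no enzyme for full effect; nearly all actives have a fitted effect of over 35% in size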
# Anesthetic bind – binds horse apoferritin like a general anesthetic; P02791; apoferritin/1-aminoanthracene competitive binding, fluorescence; Potency, µM (doses to about 77.5 µM), without a hit: at the top dose activity change, negative = displacement, actives largely listed as inhibitors; 350,000 compounds, 0.074% hits; further: potency means the concentration at half of the fitted maximal effect; on the % scale 0 is the no-effect control and ±100 the full control effect; nearly all actives have a fitted effect of over 20% in size
#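 Probe: 1-aminoanthracene (50% saturated, PBS). Protein: horse-spleen apoferritin, 10 uM. Incubation: 10 min, room temperature. Detection: 380 nm excitation, 535 nm emission. Analysis: normalized response, four-parameter Hill.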
# APE1 inh – APE1 (human) endonuclease inhibition; P27695; recombinant APE1, TAMRA/BHQ-2 abasic DNA cleavage fluorescence; Potency, µM (doses to about 65.8 µM), for the others: at the highest dose activity change, negative = inhibition, usual class: inhibitors; 350,000 compounds, 0.35% hits; AID 2517;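 further: potency means the concentration at half of the fitted maximal effect; plate controls were vehicle for no effect and reference inhibitor for full effect; nearly all actives have a fitted effect of over 55% in size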
# Target sequence (P27695 whole entry, looked up): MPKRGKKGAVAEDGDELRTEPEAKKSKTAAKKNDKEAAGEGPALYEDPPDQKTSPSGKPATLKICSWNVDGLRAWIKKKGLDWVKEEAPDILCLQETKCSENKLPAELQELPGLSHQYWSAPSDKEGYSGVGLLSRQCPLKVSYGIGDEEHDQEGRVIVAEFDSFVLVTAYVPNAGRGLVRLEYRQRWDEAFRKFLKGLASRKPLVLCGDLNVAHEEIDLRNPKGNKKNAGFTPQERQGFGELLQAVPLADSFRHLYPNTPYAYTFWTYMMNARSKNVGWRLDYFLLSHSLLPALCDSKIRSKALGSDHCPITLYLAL
#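 Enzyme (0.75 nM final) and test compound are incubated 15 min at room temperature before adding 50 nM quenched THF abasic-site duplex. Cleavage dequenches TAMRA, followed at 525/598 nm over three reads one minute apart.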
# POLK inh – inhibitors of human DNA polymerase kappa | AID 588579 | 400,000 compounds, 0.53% hits | Potency, µM (titrated, usually from 107 µM), for inactives: top-dose activity, negative = inhibition, usual class: inhibitors | Q9UBT6 | purified Pol kappa, fluorescent DNA synthesis assay, 10 min; further: potency means the concentration at half of the fitted maximal effect; on the % scale 0 is the no-effect control and ±100 the full control effect
#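 Fluorescent qHTS in 1536-well format: enzyme (10 nM) and compound sat 15 min at room temperature before 50 nM substrate (final) was added. Signal taken at 0 and 10 min; no-enzyme buffer wells were negative controls.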
# Numbers without * were called inactive; i = inactive; ? = inconclusive; . = no result given; & = joins results of further samples; [ ] = dose if it differs, or a comment. Unless noted, the call rests on the fitted dose curve; in most records, active means well fitted curve in the direction sought with a large enough effect; inconclusive means small, poorly fitted or top-dose-only effect, or another doubt; inactive means no such curve, though single readings can be large; an effect the other way counts as inactive or inconclusive. Only part of the results is shown, so the mix of outcomes need not match the whole.
SMILES,RXFP1 antag,POLI inh,Tb PGK inh,Pol eta inh,Pol beta inh,BLM helicase inh,Anesthetic bind,APE1 inh,POLK inh
Cc1cccc(-n2cnc(C(=O)N/N=C\c3ccc(Br)cc3)c2)n1,-1,7%,1%,?,1%,-7%,-1%,4%,-7%
COC(=O)c1cccc(NC(=O)Nc2cc(C(=O)NCc3cccc(F)c3)ccc2N2CCCC2)c1,-1,25%,7%,-15%,28%,-3%,-12%,.,-2%[60.1 µM]
CSc1sc(C(=O)NC(=O)NCc2cccnc2)c(C)c1-c1ccon1,-18,110%[activator],-4%,-12%,3%,-6%,84%[activator],-1%,5%
NC(CO)C12CC3CC(CC(C3)C1)C2 (stereo not given),4,15%,-2%,-10%,24%,2%,-4%,7%,16%
COc1ccc(OC)c(NC(=O)CC2C(=O)NCCN2C(=O)C(F)(F)F)c1 (stereo not given),2,4%,2%,-15%,10%,1%,8%,.,-12%[60.1 µM]
CN(C(=O)c1cc(-c2ccccc2O)on1)c1ccccc1,-1,22%,-7%,-18%,6%,-6%,?,.,-7%
CC(=O)Nc1ccc(NC(=O)COC(=O)C2CCCCC2)cc1,2,13%,-3%,-16%,.,.,.,-13%,3%
Cn1c(=NC(=O)C(C)(C)C)sc2cccc(F)c21,-2,-5%,0%,2%,12%,-4%,-4%,-1%,-2%
COC(=O)c1ccccc1S(=O)(=O)N1CCC(C(=O)N2CCC2)CC1,-3,-4%,-3%,-11%,.,.,.,41%[activator],4%
O=C(c1cccs1)N(C(=O)c1cccs1)c1ccccn1,3,13%,.,8%,5%,-1%,-9%,-3%,1%
COc1ccc(-c2c(-c3ccccc3OC)oc3ccccc23)cn1,.,16%,-4%,-26%,.,.,.,12%,0%
COc1ccc(C2C3=C(CC(C)(C)CC3=O)N(C)C3=C2C(=O)CC(C)(C)C3)cc1,20,17%,i,-10%,30%,-3%,288%[activator],11%,-26%

# An excerpt from above in order of the Tb PGK inh value, smallest number first.
SMILES,RXFP1 antag,POLI inh,Tb PGK inh,Pol eta inh,Pol beta inh,BLM helicase inh,APE1 inh,POLK inh
CSc1sc(C(=O)NC(=O)NCc2cccnc2)c(C)c1-c1ccon1,-18,110%[activator],-4%,-12%,3%,-6%,-1%,5%
COC(=O)c1ccccc1S(=O)(=O)N1CCC(C(=O)N2CCC2)CC1,-3,-4%,-3%,-11%,.,.,41%[activator],4%
Cc1cccc(-n2cnc(C(=O)N/N=C\c3ccc(Br)cc3)c2)n1,-1,7%,1%,?,1%,-7%,4%,-7%

# Continued:
SMILES,RXFP1 antag,POLI inh,Tb PGK inh,Pol eta inh,Pol beta inh,BLM helicase inh,Anesthetic bind,APE1 inh,POLK inh
CC1Sc2ccc(S(=O)(=O)N3CCN(c4ccccc4)CC3)cc2NC1=O (stereo not given),-14,-2%,-11%,-26%,16%,-1%,?,45%[activator],-3%
Cc1ccc(NC(=S)N2CCCC(c3nc4ccccc4[nH]3)C2)cc1 (stereo not given),-2,49%[activator],-11%,-24%,?,-13%,-20%,4%,-2%
Cc1cc(=O)[nH]c(N/N=C/c2ccc(F)cc2)n1,-5,16%,-1%,-10%,20%,-3%,4%,-3%,-1%
O=C(NCCN1CCCCC1)c1cc(OCC(F)(F)F)ccc1OCC(F)(F)F,-7,-3%,-4%,-7%,21%,1%,-19%,2%,0%
Cc1nn(-c2ccc(F)cc2)c(Cl)c1/C=C1\C(=O)Nc2ccccc21,-23,67%[activator],-4%,-23%,6%,-9%,-2%,-3%,-2%
CCOC(=O)N1CCN(C(=O)c2cn(C)c3ccc(S(=O)(=O)N4CCOCC4)cc3c2=O)CC1,-5,8%,-2%,-10%,0%,1%,-4%,-6%,-1%
CCCCn1c(=O)n(C)c(=O)c2c(C(F)(F)F)cc(-c3ccncc3)nc21,5,20%,-4%,6%,4%,1%,-9%,-7%,-11%
COc1ccccc1CCNC(=O)C(=O)c1cn(CC(=O)N2CCOCC2)c2ccccc12,-12,48%[activator],-8%,-22%,1%,-1%,-16%,-15%,6%
CC(=O)Nc1ccc(C=NNc2ccc([N+](=O)[O-])cn2)cc1,-7,5%,0%,-24%,.,.,.,.,1%
COC(=O)CN1C(=O)[C@H]2[C@@H](/C=C/c3ccccc3)N3C(=O)CN(Cc4ccccc4)C(=O)[C@@]3(Cc3ccccc3)[C@H]2C1=O,.,16%,0%,-17%,5%,0%,?,25%,12%
N=c1c(C(=O)NCC2CCCO2)cc2c(=O)n3ccccc3nc2n1Cc1ccccc1 (stereo not given),-1,20%,-8%,-17%,-1%,8%,413%[activator],17%,15%
O=C(O)C1CC(O)CN1c1nc(Cl)ccc1[N+](=O)[O-] (stereo not given),8,44%[activator],-8%,-1%,-23%,-9%,-9%,0%,-25%
C[n+]1cccc2cccc([O-])c21,0,1.6µM*,-17%,22µM*,28µM*,25µM*,-9%,0%,?
NS(=O)(=O)c1cnccc1Nc1ccc(Cl)c(Cl)c1,-4,13%,-2%,?,26%,-1%,-18%,-4%,-1%
Cc1cc(C)c(S(=O)(=O)N2CCCCC2CCNC(=O)C(=O)NC2CC2)c(C)c1 (stereo not given),-11,25%,-9%,-8%,.,.,.,5%,-11%
CC(=O)C[C@H](O)CC(=O)[C@H]1OC(=O)CCCCC/C=C/Cc2ccccc21,.,-5%,-1%,-4%,.,.,.,7%,1%
O=C(C1CC1)N1CCc2cc(Br)cc(S(=O)(=O)N3CCN(c4ccccc4F)CC3)c21,.,-10%,-3%,2%,?,-7%,-9%,.,-1%
Cc1nnc(SCC(=O)NC(C)(C)C)n1NCc1ccc(Cl)cc1,-1,128%[activator],-9%,-18%,-10%,-3%,?,-6%,-1%
COCCNC(=O)C(c1ccc(F)cc1)N(C(=O)CCC(=O)Nc1ccccn1)c1cccc(C)c1 (stereo not given),-4,42%[activator],-2%,-17%,9%,2%,7%,16%,-6%
CCOC(=O)NC1=NCC(C)S1 (stereo not given),-3,5%,i,-1%,1%,-2%,-3%,-2%,6%
COc1ccc(-c2oc(=O)c3cc(OC)c(OC)cc3c2C#C[C@]2(O)CC[C@H]3[C@@H]4CCc5cc(OC)ccc5[C@H]4CC[C@@]32C)cc1,.,43%[activator],-10%,-19%,.,.,.,13%,-5%
CC(=O)Nc1ccc2nc(NC(=O)CS(=O)(=O)c3ccccc3)sc2c1,-16,18%,-7%,-3%,.,.,.,-3%,5%
CCOc1ncccc1C(=O)OCC(=O)c1ccc(C)c(C)c1,-13,135%[activator],0%,-18%,-12%,-3%,?,-5%,2%
Cc1ccc(-c2cc3ncc4c(n3n2)-c2cc(C)ccc2OC4)cc1,.,3%,3%,2%,78%,-4%,1%,.,15%
CC(C)(C)[C@H]1COC(=O)CCC/C=C/C[C@H](CC(=O)NCCO)C(=O)N1,.,?,-5%,-2%,.,.,.,3%,-14%
Cc1ccc(S(=O)(=O)NC(=O)N(CCC#N)Cc2ccccc2)cc1,4,43%[activator],-1%,-20%,42%,2%,5%,7%,-8%
O=C(NNC(=O)C1CC(=O)N(c2ccc3c(c2)OCCO3)C1)c1ccc(F)cc1 (stereo not given),-5,11%,2%,1%,.,.,.,-12%,-11%
O=C(O)c1ccccc1S(=O)(=O)c1ccccc1CO,5,6%,i,-18%,-1%,-3%,-9%,2%,-16%
COC(=O)c1cc(C(=O)Nc2ccc(Cl)cn2)cc([N+](=O)[O-])c1,-7,?,-5%,-19%,23%,-3%,-10%,-5%,-1%
Cc1ccc(CNC(=O)C2CCCN(c3cnccn3)C2)cc1 (stereo not given),9,-12%,-8%,-5%,18%,-2%,8%,13%,13%
COc1ccc(/C=C/c2c(-c3ccc(OC)cc3)oc3ccccc23)cc1,.,35%,0%,-5%,15%,-1%,-14%,-16%,10%
COc1ncccc1-c1nnn(-c2ccc(Cl)nc2)n1,.,-5%,-8%,-5%,-3%,1%,-11%,-2%,10%
CC(=O)N1CCc2cc(S(=O)(=O)N3CCCCCC3)ccc21,-9,6%,i,-7%,19%,-1%,-14%,41%[activator],-3%
COc1ccc(COC(=O)C2CCN(S(=O)(=O)c3ccc(Cl)cc3)CC2)cc1,-8,-1%,1%,-21%,.,.,.,18%,-5%
O=C(CCSCCC(=O)NN=Cc1cccc(Cl)c1)NN=Cc1cccc(Cl)c1,-10,-23%,-8%,-15%,.,.,.,.,-4%
O=C(NCC(c1cccs1)N1CCOCC1)c1cc2ccccc2oc1=O (stereo not given),-15,3%,-3%,-3%,.,.,.,40%,-7%
CN(C)CCNC(=O)C(C(=O)c1ccc(F)cc1)n1ccccc1=O (stereo not given),-2,29%,-14%,2%,24%,-1%,-4%,15%,5%
CN(C)c1ccc(/C=C(\C#N)c2nc(-c3ccc(Cl)c(Cl)c3)cs2)cc1,-3,25%,0%,-16%,0%,-1%,-1%,.,2%
CCOC(=O)c1[nH]c(C)c(C(=O)c2cc(F)ccc2F)c1C,3,17%,-4%,-7%,15%,-2%,0%,13%,-10%
CCCCN(C)CC(O)Cn1cc(/C=C/C(=O)c2ccc(C)cc2)c2ccccc21 (stereo not given),-25&-27,8%&2%,-9%,?,1%&0%,2%&3%,-21%&12%,28%,0%&-5%
Cc1ccnc(SCC(=O)c2ccc([N+](=O)[O-])cc2)n1,0,24%,-1%,3%,30%,1%,5%,12%,-3%
CSc1ccc(CCNC(=O)C2CCCN(c3ncnc4c3nc3n4CCCCC3)C2)cc1 (stereo not given),3,-9%,-8%,-4%,28%,-1%,-3%,2%,1%
CCOc1cc2[nH]c(=O)n(CCCC(=O)N(C)Cc3ccccc3)c(=O)c2cc1OCC,-6,22%,-3%,-5%,0%,0%,-10%,-2%,3%
CC(C)NC(=O)CN1CCC(O)(c2ccccc2)CC1,5,22%,.,13%,7%,-3%,-3%,2%,-1%
O=C(O)CC/C(=N/Nc1ccc([N+](=O)[O-])cc1)C(=O)O,17,5%,0%,-7%,2%,-2%,-4%,3%,0%
Cc1cccc(CCNC(=O)c2cc(S(=O)(=O)N3CCCC3)cn2C)c1,6,-35%,-1%,-6%,-8%,0%,-16%,-8%,-10%
c1ccc(Cn2cc(CN3CCCO3)c(-c3ccc4c(c3)OCO4)n2)cc1,4,58%[activator],-1%,-15%,0%,-5%,-4%,-5%,-8%

# Screens deposited in PubChem by National Center for Advancing Translational Sciences (NCATS).
